Screens: PubChem, several laboratories
AddAB inh = growth inhibition of E. coli expressing H. pylori AddAB, primary screen, AddAB inhibitor project, absorbance | inhibition, % at 11.9 µM | hit rate 0.29% among 330,000; in the data active means inhibition above about 12%;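 further: 0% = vehicle wells of infected cells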
Tat export inh = E. coli Tat export inhibitors, primary screen, MC4100, TorA-mCherry reporter, fluorescence, single point; inhibition, % at 10 µM; hit rate 0.036% among 340,000; AID 488895, 2010;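 active means mean replicate inhibition at least 50% and at least half of replicates individually reaching 50%; inconclusive means only one of the two criteria met; inactive means neither criterion met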;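 further: exported cargo escapes ClpAP degradation while cytoplasmic cargo is degraded and loses fluorescence; 0% = median of neutral control wells and 100% = median of NaSCN control wells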
phage Ecoli inh = growth loss of phage-infected E. coli, primary screen, RecBCD inhibitor project, absorbance, with phage, HTS; inhibition, % at 11.9 µM; hit rate 0.26% among 360,000; in the data active means inhibition above about 11%
CAL PDZ FP-1 = untagged CAL PDZ binding inhibitors, primary screen, biochemical, fluorescence polarization, HTS | Golgi-associated PDZ and coiled-coil motif-containing protein (Homo sapiens), Q9HD26 | purified CAL PDZ, TMR-peptide fluorescence polarization, 1 h | inhibition, % at 24.9 µM | hit rate 0.92% among 300,000 | AID 602252, 2012;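 active means mean inhibition of at least 30% with at least half of replicates also reaching 30%; inconclusive means no clear call, values can overlap the other calls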;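 further: 0% = DMSO neutral control and 100% = excess unlabeled competitor peptide PRC23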
SR-BI HDL uptake = inhibitors of SR-BI mediated HDL lipid uptake, primary screen, ldlA[mSR-BI] cells, fluorescence, single point; Scavenger receptor class B member 1 (Mus musculus), Q61009; ldlA[mSR-BI] CHO cells, DiI-HDL uptake fluorescence, 3 h; inhibition, % at 12.5 µM; hit rate 0.96% among 320,000; AID 488896, 2010;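 active means mean replicate inhibition of at least 70% and a set share of replicates each scoring 70 or more; inconclusive means meets just one of the two criteria; inactive means fails both criteria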;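 further: 0% = median of neutral control wells and 100% = median of positive control wells; values of inactives mirror those of a sister screen read the other way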
Target sequence (Q61009 whole entry, looked up): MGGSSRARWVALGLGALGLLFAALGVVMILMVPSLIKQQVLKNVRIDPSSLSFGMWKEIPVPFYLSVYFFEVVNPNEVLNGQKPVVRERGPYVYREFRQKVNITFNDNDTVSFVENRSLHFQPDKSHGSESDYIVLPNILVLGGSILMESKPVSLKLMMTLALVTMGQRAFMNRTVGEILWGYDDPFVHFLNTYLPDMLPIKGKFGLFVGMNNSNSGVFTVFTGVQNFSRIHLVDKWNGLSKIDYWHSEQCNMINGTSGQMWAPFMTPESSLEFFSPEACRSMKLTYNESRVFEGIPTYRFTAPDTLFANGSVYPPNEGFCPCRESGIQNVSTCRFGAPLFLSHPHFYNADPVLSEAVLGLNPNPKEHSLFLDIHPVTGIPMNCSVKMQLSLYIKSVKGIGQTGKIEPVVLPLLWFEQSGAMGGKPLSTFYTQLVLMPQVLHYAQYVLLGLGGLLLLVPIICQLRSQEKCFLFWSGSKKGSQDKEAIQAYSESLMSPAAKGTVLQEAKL
Ecoli viability = E. coli V3065 growth inhibition, primary screen, counter-screen for AddAB inhibitor project, absorbance, OD600. 18 h. inhibition, % at 11.9 µM. hit rate 0.27% among 330,000. AID 449728, 2010;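 active means inhibition above the campaign's mean inhibition across all tested compounds plus 3 SD, cut at about 9.9% in these data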;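 further: uninfected addAB+ strain grown without phage in ampicillin broth; 0% = DMSO wells and 100% = ciprofloxacin 0.95 µg/ml wells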
CAL PDZ FP-2 = CAL PDZ peptide-binding inhibitors, primary screen, biochemical, fluorescence polarization, Cer-tagged CAL PDZ, HTS | purified CAL PDZ, TMR-peptide fluorescence polarization, 1 h | Golgi-associated PDZ and coiled-coil motif-containing protein (Homo sapiens), Q9HD26 | hit rate 0.02% among 330,000 | AID 504414, 2011 | inhibition, % at 20 µM;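 active means highest replicate inhibition of at least 40%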;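 further: plate controls were DMSO neutral control wells for no effect and unlabeled competitor peptide control wells for full effect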
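Assay system – tagged CAL PDZ protein CerCALP, purified · Timing – 1 h at RT · Compound – single point, 20 µM · Measured by – fluorescence polarization from S- and P-plane intensities, G-factor corrected · Evaluation – inhibition from polarization loss · Probe or stimulus – TMR reporter peptide T*-PRC34 · Buffer or medium – pH 7.4 phosphate-saline buffer, reducing agent, detergent, IgG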
MITF TRPM1 HTS = activators of MITF-driven TRPM1 promoter reporter, primary screen, cell-based, SK-MEL-5, luciferase, single point | SK-MEL-5 TRPM1-promoter luciferase, 24 h; % of positive control, neutral wells = 0 | activation, % at 12.5 µM | hit rate 0.75% among 300,000 | AID 588334, 2011;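 active means mean activation of at least 80% with every replicate also reaching 80%; inconclusive means mean reaches 80% but some replicate falls short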;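 further: 0% = neutral control wells and 100% = parthenolide positive control wells; values of inactives mirror those of a sister screen read the other way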
SR-BI DiI-HDL act = activators of SR-BI mediated DiI-HDL uptake, primary screen, ldlA[mSR-BI] CHO cells, DiI fluorescence; 3 h; 100 = double the neutral-control signal; activation, % at 12.5 µM; hit rate 0.096% among 320,000;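 active means mean replicate activation of at least 60% and every replicate at or above 60%; inconclusive means mean or all-replicate condition met, but not both; inactive means mean below 60% and not all replicates reaching 60%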;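 further: 0% = median plate neutral-control signal and 100% = twice that signal; values of inactives mirror those of a sister screen read the other way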
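Assay system: LDL receptor-deficient CHO ldlA cells overexpressing murine SR-BI / Medium: BSA-supplemented, HEPES-buffered Ham's F12, pH 7.4 / Probe or stimulus: DiI-labelled HDL at 10 µg/mL final / Timing: compound with DiI-HDL co-incubation, 3 h at 37 °C / Technique: bottom-read cell fluorescence after medium removal, ex 550/em 595 nm / Measure: HDL uptake via cellular fluorescence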
Wnt act = Wnt/beta-catenin pathway activators, primary screen, cell-based, plate reader, single point. AID 743398, 2014. activation, % at 9.35 µM. hit rate 1.2% among 300,000. Wnt/beta-catenin reporter cell assay, activator; in the data active means activation above about 30%, passing the limit was not always enough; inconclusive means no clear call, values can overlap the other calls;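 further: 0% = neutral control wells and 100% = positive control wells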
Starred values were filed as active, the others as inactive; ? = inconclusive; . = no result given.

Sequence of screens – AddAB inh, Tat export inh, phage Ecoli inh, CAL PDZ FP-1, SR-BI HDL uptake, Ecoli viability, CAL PDZ FP-2, MITF TRPM1 HTS, SR-BI DiI-HDL act, Wnt act
- O=C(CCSCCc1ccccn1)Nc1c(F)cc(F)cc1Br
 : 0.0, 0, 1.8, -2, -11, 1.2, 0.5, -8, 11, .
- Cn1nc(C(=O)NCc2ccccn2)c2ccccc2c1=O
 : -0.4, -5, 2.3, 8, -26, -0.5, 1.6, -1, 26, -3
- Cc1cc2cc(CN3C(=O)c4ccccc4C3=O)ccc2n1C
 : -0.8, -29, 4.3, 0, -16, -2.8, -0.8, -11, 16, 0
- Cc1ccc(S(=O)(=O)c2c(C)cc(C)nc2N2CCCC2)cc1
 : 1.5, -7, 2.2, -2, -15, 3.3, -3.0, 8, 15, -2
- CC(C)n1c(CN2CCN(C)CC2)nc2c1c(=O)n(C)c(=O)n2C
 : 1.6, 0, 1.7, 20, -9, 1.2, 1.8, -2, 9, 0
- CCOC(=O)C(=CNc1cscc1S(=O)(=O)C(C)C)C(=O)OCC
 : 0.3, 2, 3.1, -4, 14, 3.7, 0.0, ., -14, 2
- O=C(Cc1nn[nH]n1)NCc1ccccc1Cl
 : 4.8, 2, 0.0, -8, -8, 0.7, -1.7, ., 8, -1
- CN1CCN(c2ccc(CNS(=O)(=O)c3ccsc3)cc2)CC1
 : -1.2, ., 2.3, ., ., -1.5, ., ., ., -1
- CC(C)c1ccccc1NC(=O)COC(=O)c1c2c(nc3ccccc13)CCN(Cc1ccccc1)C2
 : 1.8, 4, 7.0, 0, 43, -1.8, -1.8, 6, -43, -1
- COc1ccc(/C=N/NC(=O)CN2CCSCC2)cc1C
 : 0.6, -5, 3.0, -1, 23, -1.0, 0.1, 12, -23, .
- CSc1nc(O)c(Nc2ccccc2)c(=O)[nH]1
 : ., -5, 1.0, ., -33, ., -0.6, 19, 33, -2
- CC(=O)N(c1ccccc1C)S(=O)(=O)c1ccc(Cl)cc1
 : 3.6, -6, 2.2, 1, -5, 0.2, 0.9, 6, 5, 0
- COc1ccc(S(=O)(=O)Nc2cccc3c2O[C@H](CN(C)C)[C@@H](C)CN([C@H](C)CO)C3=O)cc1
 : 0.8, -3, 1.5, -1, -8, 0.8, -1.0, -2, 8, 2
- COC(=O)c1c(-c2ccc(C)cc2)csc1NC(=O)Cc1ccc(OC)c(OC)c1
 : ., 15, -0.3, -4, -3, ., -0.2, -2, 3, .
- CCOc1ncccc1C(=O)Nc1ccc2c(c1)OCCCO2
 : ., 5, -0.2, -1, 24, ., -2.9, 17, -24, 8
- O=C(CCC(=O)N1CCN(c2ccccc2F)CC1)N1CCN(c2ccccc2)CC1
 : 3.4, 7, -0.2, -6, -7, -0.2, 33, 1, 7, 0
- CSc1ncc(S(=O)(=O)c2ccccc2)c(=O)[nH]1
 : 3.3, -6, 3.8, 0, -18, -0.5, 0.0, -3, 18, -1
- CCOC(=O)CSC1=C(C#N)C(c2ccc(C)o2)CC(=O)N1 (centres undefined)
 : -1.0, -4, 1.4, ., 10, -1.6, -0.8, -30, -10, -16
- CCOc1cc(/C=N/NC(N)=O)cc(Br)c1OCc1ccccc1
 : 1.7, -5, 2.4, -1, ., 3.3, -3.8, 1, ., 19
- CCCN(CCC)CCCOC(=O)c1ccc(Cl)cc1Cl
 : 1.9, 6, 2.5, 1, -21, -1.3, 0.3, 5, 21, -6
- Nc1c(/C=C2/C=CC(=O)C(O)=C2)c(=O)nc2sc(CC(=O)N3CCCC3)nn12
 : 0.5, -4, -1.6, -4, -2, -3.1, -1.6, -9, 2, -4
- Cc1sc(NC(=S)NC(=O)c2cccs2)nc1-c1ccc(C(C)C)cc1
 : 0.7, -2, 1.6, 0, -2, -0.5, 0.4, -4, 2, .
- Cc1c(O)ccc2c(=O)c(Oc3ccccc3)coc12
 : ., 2, 1.0, -6, 9, ., -1.0, 0, -9, -3
- Cc1ccc(C(=O)c2c3ccc(C(F)(F)F)cc3[n+]([O-])n2CCC(N)=O)cc1
 : 2.6, -2, -1.2, -1, -3, 0.7, -0.6, 6, 3, -2
- CC1=C(C(=O)OC2CCCC2)C(c2ccc(C)o2)C2=C(CC(c3cccs3)CC2=O)N1 (centres undefined)
 : -1.8, -2, -0.6, -4, 51, -1.9, -1.6, -21, -51, -9
- O=C(CCN1C(=O)c2cccc3cccc(c23)C1=O)N1CCN(Cc2ccc3c(c2)OCO3)CC1
 : 0.8, -2, 4.0, -3, 74*, -0.8, ., -20, -74, 0
- O=c1cc(-c2ccccc2)nc(SCc2ccc(Cl)cc2)[nH]1
 : 2.5, 2, 3.4, -1, -13, 1.6, -1.0, 0, 13, .
- O=C(Nc1ccc2c(c1)oc1ccc(S(=O)(=O)N3CCCC3)cc12)C1CC1
 : 2.8, -4, 2.6, -6, 20, -0.7, -1.6, -5, -20, .
- CCN(CC)C(=O)C1=C(C)Nc2nnnn2C1c1cccnc1 (centres undefined)
 : 2.7, -8, 0.0, ., -24, -2.6, 0.1, 9, 24, .
- CN1CCc2c(sc(NC(=O)c3ccc(S(=O)(=O)N4CCCCCC4)cc3)c2C(N)=O)C1
 : -2.5, 10, ., -2, 25, -1.9, -3.5, -30, -25, .

Additional records
Sequence of screens – AddAB inh, Tat export inh, phage Ecoli inh, CAL PDZ FP-1, SR-BI HDL uptake, Ecoli viability, CAL PDZ FP-2, MITF TRPM1 HTS, SR-BI DiI-HDL act, Wnt act
- O=C(O)CC1CCS(=O)(=O)C1 (centres undefined)
 : 2.6, 2, 2.3, 2, -6, 0.6, -0.9, 4, 6, -4
- COc1ccc(OC)c(Nc2nc3ccccc3n3cnnc23)c1
 : -0.3, 0, 2.6, -2, 26, 0.1, -0.3, 8, -26, 2
- CCOC(=O)c1c(O)cc(C)cc1Nc1ccccc1
 : -2.0, 3, 0.4, -9, 25, 2.8, 1.1, -11, -25, 0
- COC(=O)CSc1nc(NC(C)(C)C)nc(N(C)C)n1
 : 3.7, 4, 3.8, -2, 5, 0.8, -1.7, 13, -5, -1
- Cc1ccc(NC(=O)CSc2nc3ccccc3c(=O)n2CCCC(=O)NCCCN2CCOCC2)cc1C
 : 5.4, 8, -0.3, 3, 1, -2.2, -1.3, 16, -1, -1
- O=C(CCl)Nc1cc2[nH]c(=O)[nH]c2cc1Br
 : 0.1, -7, -1.1, 5, 2, 1.0, -0.8, -57, -2, -3
- O=C(O)c1cc([N+](=O)[O-])c(Sc2nc3ccccc3[nH]2)c([N+](=O)[O-])c1
 : 1.1, 5, 0.2, -3, 1, -0.9, 0.3, -8, -1, -1
- CSCCNC(=O)c1ccc(OC2CCN(CCc3ccccc3)CC2)cc1
 : -0.3, -6, 1.8, 3, ., -0.1, -2.1, 19, ., 0
- CC[C@@]1(c2ccccc2OC)C(=O)N(C(=O)OC)N1C(=O)OC
 : 2.5, -13, ., -3, -19, 1.9, 0.1, -12, 19, .
- CCC(CCC(=O)Nc1ccn(-c2ccccc2)n1)C(=O)O (centres undefined)
 : 3.4, -5, 1.6, 0, -16, 3.6, -1.5, -1, 16, .
- CCCCCCCCCCn1c2c(c(=N)c3c1CCC3)CCC2
 : 4.9, 1, 8.0, -4, -4, 8.2, -1.6, ., 4, -39
- C=C(C)C1CC=C(C)/C(=N\NC(=O)CNc2cccc3ccccc23)C1 (centres undefined)
 : -1.3, -6, 0.9, -2, 14, -1.1, -0.7, -11, -14, 1
- CCOC(=O)c1ccc(NS(=O)(=O)c2ccc3c(c2)CCCN3C(C)=O)cc1
 : 0.8, -1, 0.6, 0, -9, -0.4, -0.4, 6, 9, .
- Cc1ccc(S(=O)(=O)NCCC(=O)NC2CCCC2)cc1
 : -1.4, 4, -0.9, -4, 7, -1.2, -1.0, -4, -7, .
- CNC(=O)C(=O)Nc1nc(C23CC4CC(CC(C4)C2)C3)cs1
 : -0.1, -1, 4.7, -1, -9, -1.0, -0.9, ?, 9, 10
- Cc1ccccc1N1CCN(CC(=O)Nc2nc(C)c(C(=O)N(C)C)s2)CC1
 : 4.5, -10, 1.7, 3, -16, 0.5, 0.8, ., 16, -1
- O=C(O)CCn1cc(-c2ccc(F)cc2)nc1-c1ccncc1
 : 0.3, 13, 1.8, -1, -20, -2.1, 0.6, -5, 20, 0
- CCCCc1cc(=O)oc2c(CN3CCCC3)c(O)c(Cl)cc12
 : 1.6, 3, -0.3, 0, 8, 0.5, -0.6, -15, -8, .
- CC12CCC(=O)N1C(C(=O)N1CCN(S(=O)(=O)c3ccc(Br)cc3Cl)CC1)CS2 (centres undefined)
 : 2.4, 3, 1.1, -2, 11, 0.8, -2.7, -2, -11, -3
